High-throughput results as filed in PubChem BioAssay.
TRHR enhancer: allosteric enhancers of human TRH receptor; TRHR cells, fluo-8 calcium fluorescence, EC20 TRH enhancement; enhancement, % at 2 µM; P34981; actives 0.66% (n = 360,000); in the data active = enhancement above about 30%; note: 0% is about no effect
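Enhancer read-out: after compound pinning and an initial kinetic agonist-mode read, an EC20 of TRH (10 nM final) was injected and fluo-8 calcium signal (Ex 480/Em 530) followed at 1 s/cycle for 100 cycles in TRHR-expressing cells.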
D2 ag: agonists of human D2 dopamine receptor. P14416. activation, % at 2 µM. AID 485358. HEK293 T-REx D2 cells, calcium flux agonist mode. actives 0.53% (n = 340,000);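 active = activation over 3 SD above normal in the single-dose calcium agonist read, cut at about 30% in these data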; note: 0% is about no effect
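HEK293 Trex D2 cells, tetracycline-induced, o/n 30 C 5% CO2; no-wash Ca dye, RT 30–90 min; 10-cycle baseline, 23 nl cpd added, kinetic Ca read 180 s; agonist hits = positive Ca response.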
RXFP1 antagonist: antagonists of human relaxin receptor RXFP1 | AID 1259400 | actives 0.59% (n = 350,000) | activity change, negative = inhibition, % at 57.5 µM | HEK293-RXFP1, relaxin-stimulated cAMP HTRF, 30 min; active compounds read low;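 active = activity change of -60% or lower, but not beyond a set lower limit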; note: % is set by controls: 0 for no effect and ±100 for the full control effect
Target sequence (Q9HBX9 whole entry, looked up): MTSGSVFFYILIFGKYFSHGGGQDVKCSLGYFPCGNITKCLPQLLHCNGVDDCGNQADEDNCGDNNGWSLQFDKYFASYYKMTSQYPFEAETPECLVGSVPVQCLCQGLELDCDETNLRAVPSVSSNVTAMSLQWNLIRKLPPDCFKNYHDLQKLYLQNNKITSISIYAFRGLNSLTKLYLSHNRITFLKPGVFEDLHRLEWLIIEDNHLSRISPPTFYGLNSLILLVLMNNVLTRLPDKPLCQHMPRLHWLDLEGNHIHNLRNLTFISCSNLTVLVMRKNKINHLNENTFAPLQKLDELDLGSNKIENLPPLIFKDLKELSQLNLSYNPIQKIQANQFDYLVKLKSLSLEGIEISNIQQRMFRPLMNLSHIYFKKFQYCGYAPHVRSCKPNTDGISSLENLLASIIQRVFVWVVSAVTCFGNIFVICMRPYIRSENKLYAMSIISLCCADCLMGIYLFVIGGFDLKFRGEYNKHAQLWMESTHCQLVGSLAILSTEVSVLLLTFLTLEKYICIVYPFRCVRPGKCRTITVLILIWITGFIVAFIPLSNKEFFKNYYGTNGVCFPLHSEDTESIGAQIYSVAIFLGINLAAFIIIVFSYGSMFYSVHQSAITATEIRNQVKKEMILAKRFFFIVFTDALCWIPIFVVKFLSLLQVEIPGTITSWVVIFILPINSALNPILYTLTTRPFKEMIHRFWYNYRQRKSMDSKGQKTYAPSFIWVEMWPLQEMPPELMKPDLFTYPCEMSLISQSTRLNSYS
TRHR ag: agonists of human TRH receptor; P34981; TRHR cells, calcium flux fluo-8, FDSS agonist mode; activation, % at 2 µM; actives 0.18% (n = 360,000); AID 493084; note: 0% is about no effect
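TRHR-expressing cells, plated overnight in medium with 10% serum, were loaded with fluo-8 calcium dye at room temperature. After a 10 s baseline, library compound was pin-added and calcium release was recorded kinetically (ex 480/em 530) as agonist response.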
D2 antagonist: antagonists of human D2 dopamine receptor; HEK293 TREx D2 cells, calcium flux, dopamine EC80; inhibition, % at 10 µM; actives 2% (n = 340,000); P14416; in the data active = inhibition above about 30%; note: 0% is about no effect
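Calcium flux kinetic readout in an inducible HEK293 TREx D2 line plated overnight at 30 C. After 180 s compound exposure, an EC80 dopamine challenge follows with another 180 s kinetic read to detect antagonism.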
D2 PAM: D2 dopamine receptor (human) potentiation; actives 0.34% (n = 340,000); potentiation, % at 10 µM; HEK293 T-REx D2, calcium flux, EC20 dopamine potentiation;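 active = potentiation over 3 SD above the plate norm, cut at about 30% in these data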; note: 0% is about no effect
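Using a no-wash calcium dye in inducible, force-coupled HEK293 Trex cells expressing D2, we tracked fluorescence each second for 180 s after compound, then for 180 s after EC20 dopamine to detect augmented signalling.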
D1 antagonist: antagonists of human D1 dopamine receptor; AID 504652; HEK293 TREx D1 cells, calcium flux, dopamine EC80; active compounds read low; activity change, negative = inhibition, % at 10 µM; actives 3.2% (n = 360,000); in the data active = activity change below about -30%; note: % is set by controls: 0 for no effect and ±100 for the full control effect
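Cells carrying a force-coupled, tetracycline-inducible human D1 receptor report calcium flux. Each well gets a 10 s baseline, compound with 180 s monitoring, then an EC80 dopamine stimulus with a second 180 s kinetic read.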
D1 agonist: human D1 receptor agonism; actives 1% (n = 360,000); activation, % at 2 µM; HEK293 T-REx D1 cells, calcium flux, agonist mode; P21728; note: 0% is about no effect
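Agonism was scored from calcium flux recorded over 180 s (1 read/s) after pintool compound addition, following a 10-cycle baseline. Cells were inducible force-coupled HEK293 TREx D1, plated overnight at 30 C and loaded with no-wash calcium dye.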
D1 PAM: potentiators of human D1 dopamine receptor; P21728; HEK293 TREx D1 cells, calcium flux, dopamine EC20 potentiation; potentiation, % at 10 µM; actives 0.036% (n = 360,000); AID 504651; in the data active = potentiation above about 30%; note: 0% is about no effect
The depositor's hits bear a star; nt = no result given. Cut-off read from the data, not from the text of the source, unless noted: active = activation above about 30%; inactive = the rest.

Values run as follows: TRHR enhancer, D2 ag, RXFP1 antagonist, TRHR ag, D2 antagonist, D2 PAM, D1 antagonist, D1 agonist, D1 PAM
COC(=O)c1ccccc1N=Nc1c(C)n[nH]c1C
    3, -1.8, -4, 0.2, -4, -8, 9, 1, -2
COc1ccc(S(=O)(=O)N2CCC(C(=O)N[C@H](C(=O)NCc3ccncc3)C(C)C)CC2)cc1
    -4, 0.5, -17, 0.9, -26, -13, -16, 0, -6
CSCCC(NC(=O)c1ccccc1Cl)C(=O)Nc1cccc(S(=O)(=O)N2CCCC2)c1 (stereo not drawn)
    -17, -0.4, -1, 0.9, -1, -16, -9, 1, -2
COc1ccc(NC(=O)CNS(=O)(=O)c2cccc3nonc23)c(OC)c1
    3, 0.8, -1, 0.1, -10, -1, -19, 0, 0
O=C(Cc1ccc(Cl)c(Cl)c1)Nc1ccccc1N1CCCC1
    6, 0.6, -32, -0.6, 11, 10, 16, 0, 9
O=C1Cc2ccccc2Sc2c(OCCN3CCCCC3)cccc21
    -3, 2.3, -19, 1.9, 80*, -18, -6, 7, 0
COc1ccc(C(=S)N2CCOCC2)cc1OC(=O)c1ccc([N+](=O)[O-])cc1[N+](=O)[O-]
    2, 0.6, -7, 0.2, 9, -11, -3, 0, -6
Cc1sc(NC(=O)CSc2nnc(C)c(=O)[nH]2)c(C#N)c1C
    1, 0.5, 2, -0.2, -19, 9, 3, 4, 4
Cc1ccc(-n2cc(CN3CCNC(=O)CC3)c(-c3cccc(C)c3)n2)cc1
    0, -1.7, -30, -1.1, -4, -2, 8, 5, -3
COc1cc(C(=O)NNC(=O)c2ccoc2C)cc(OC)c1OC
    6, -0.1, -4, 0.1, -11, 6, 9, 1, 0
CSc1ccc(CCNC(=O)c2ccc3c(c2)nc2n3CCOC2)cc1
    -4, 0.7, -12, 0.5, nt, 9, 11, 1, -2
Cc1ccc(C(=O)C(C)OC(=O)c2ccccc2[N+](=O)[O-])cc1 (stereo not drawn)
    4, 0.9, -1, 0.0, -8, 10, -12, 4, 5
c1ccc(Cn2nnc3cnccc32)cc1
    7, 0.9, -12, 0.9, -15, 13, -4, -1, 3
O=C(CCl)NN=C(c1ccccc1)c1ccccc1
    3, -0.1, 8, 0.1, 13, -8, 2, 2, -2
CCCn1c(C)cc(C)c(C#N)c1=O
    0, 0.7, 3, -0.3, 10, 1, 13, -1, -3
O=C(COC(=O)c1n[nH]c2ccccc12)c1cc(F)ccc1F
    -13, nt, 0, 0.5, nt, nt, 4, 8, -2
COC(=O)c1ccc(N2CCN(c3ccccc3)CC2)c(N)c1
    3, 0.6, 2, 0.1, 0, 3, 0, 1, -7
Cc1ccc(S(=O)(=O)N(C)c2ccc(OCC(=O)OCc3c(C)noc3C)cc2)cc1
    -1, 1.7, 18, 0.1, 17, -3, -47*, 24, -1
COCCNS(=O)(=O)c1ccc(OCC(=O)OC)c(Cl)c1
    -2, 1.4, 0, -0.2, 5, 3, -2, -1, -1
COc1ccc(-n2c(COc3ccccc3)n[nH]c2=S)cc1
    -11, 0.3, -6, 0.7, -1, 7, 3, 0, -3
COC(=O)CCN(C(=O)C1C2CC3CC(C2)CC1C3)c1ccccn1 (stereo not drawn)
    -2, 41*, 6, -0.2, 14, -7, -13, 4, -12
O=c1cc(CSc2ccccn2)nc(N2CCN(c3ccccc3)CC2)[nH]1
    -14, -0.1, -9, -0.1, -11, -7, -6, 4, 0
CC(=O)C(Cl)C(=O)Nc1ccccc1 (stereo not drawn)
    4, 1.5, -6, 0.2, -42, 18, 2, 3, 0
Cc1ccc2c(=O)cc(CSCC(=O)Nc3nnc(C)s3)[nH]c2c1
    -8, -0.7, -4, 1.1, nt, 8, 11, 2, 2
CCC1SC(=NC(=O)c2ccc(Cl)c(Cl)c2)NC1=O (stereo not drawn)
    -6, 0.9, -12, -0.8, 16, -5, 2, 2, -11
Cc1ccc(C(=O)COC(=O)CNC(=O)Cc2ccccc2)cc1
    21, nt, -8, -0.8, nt, nt, -3, 1, 6
COc1ccc(-c2csc(NC(=O)CSCc3c(C)noc3C)n2)cc1OC
    -3, -0.5, -31, -0.3, -13, -1, -4, 6, 2
CC(=O)N(CN1C(=O)C2CC=CCC2C1=O)c1cccc(Cl)c1 (stereo not drawn)
    4, 0.3, 1, 1.1, 1, 9, 0, 3, 2
O=c1c2ccccc2[nH]c2ccc(O)cc12
    -13, -0.7, -5, 2.4, -26, 3, 13, 5, -1
Cc1cc(C(C)C)n2c(nc3ccccc32)c1C#N
    -4, 15, nt, 0.0, -17, -10, -16, 3, 3
Nc1ccc(Oc2ccccc2F)nc1
    -1, -1.8, -18, -1.6, 10, -8, -8, 12, -1
Cc1ccc(C)c(NC(=O)Cn2c(=O)n(Cc3ccco3)c(=O)c3ccc(C(=O)NC4CCCC4)cc32)c1
    4, 0.3, nt, 1.0, nt, -6, 0, 1, 7
CC(C)CC(=O)N(c1ccc(F)cc1)C1C=CS(=O)(=O)C1 (stereo not drawn)
    11, -0.5, -5, 1.1, -20, 15, 3, 2, -7
Cc1ccc(Cc2c(C)nc3nc(SCC(=O)NCc4ccco4)nn3c2C)cc1
    0, 0.4, -1, 0.2, -11, -6, -6, 1, 8
Cc1nn(Cc2c(Cl)cccc2Cl)c(C)c1NC(=O)c1sc2ccccc2c1Cl
    11, 0.9, 5, 0.7, -21, 4, 1, 3, 12
C[C@H](NC(=O)c1[nH]cnc1C(=O)Nc1ccon1)c1ccccc1
    0, 0.9, nt, 0.0, 5, 16, nt, -1, 3
COc1ccccc1C(=O)NCC(=O)N1CC=C(c2ccccc2)CC1
    10, -0.9, 3, 0.1, 30*, -6, -1, 6, nt
COc1ccc(CCNC(=O)c2coc3ccccc3c2=O)cc1
    23, 2.3, -7, -0.7, 20, -7, -5, 8, -7
CC(C(=O)Nc1nccs1)N1C(=O)c2ccccc2S1(=O)=O (stereo not drawn)
    -8, nt, -11, -0.3, nt, nt, -7, 0, -2
COc1ccc(OC)c2c1sc(=NC(=O)C1COc3ccccc3O1)n2C (stereo not drawn)
    -2, -0.2, -1, 0.3, 10, 2, -8, 0, 1
CCN1C(=O)[C@H]2[C@@H](c3ccc(-c4cc(C(C)=O)cs4)cc3)N3CCC[C@@]3(C(=O)OC)[C@H]2C1=O
    -5, 0.3, nt, -0.3, 2, 9, -31*, -1, -9
O=C(CSc1nc2c([nH]c3ccccc32)c(=O)n1-c1ccccc1F)Nc1cccc(Cl)c1
    3, -0.3, -31, 0.6, nt, -2, -14, 5, -3
O=C(O)c1ccc(CSc2nc3ccc(N4C(=O)C5C6C=CC(C6)C5C4=O)cc3s2)cc1 (stereo not drawn)
    -2, -0.4, 10, 0.6, 8, 0, -1, 2, 4
CCN(CC)S(=O)(=O)c1ccc(F)c(C(=O)OC2CC(C)OC2=O)c1 (stereo not drawn)
    -1, 0.7, -9, 0.0, -2, nt, 14, 0, -9
COc1ccc(C(=O)N[C@H](C(=O)NCc2ccc(C)cc2)C(C)C)cc1
    0, -2.5, -1, -1.1, 1, nt, 23, 3, -9
CCN(CC(=O)Nc1c(F)cccc1F)C(=O)CC1CCCCC1
    -5, 0.5, 9, 0.0, -15, -8, 2, -1, 0
Cc1nn(CCCC(=O)Nc2ccccc2C(F)(F)F)c(=O)c2c1sc1ccccc12
    3, -0.4, -9, 0.5, nt, 1, -4, 0, 0
Cc1ccc2cccc(N=Cc3c(C)[nH]n(-c4ccccc4)c3=O)c2n1
    -5, -0.5, nt, -0.8, 10, -2, 2, 0, -1
CC(=O)COc1ccc2c3c(c(=O)oc2c1)CCCC3
    -1, -1.5, -9, 0.5, -14, -5, -4, 2, 7
N#CCSc1nnc(-c2ccccc2O)n1Cc1ccccc1
    0, -0.1, 1, -0.5, -7, 4, 1, 1, -4

(list continues)
Values run as follows: TRHR enhancer, D2 ag, RXFP1 antagonist, TRHR ag, D2 antagonist, D2 PAM, D1 antagonist, D1 agonist, D1 PAM
O=C(Nc1ccc(Oc2cccc3ccccc23)cc1)c1ccco1
    -1, 0.5, -22, -0.4, 0, 7, -9, 16, -9
CCCCOc1ccc(C(=O)N2CCCC2C(=O)O)cc1 (stereo not drawn)
    -5, 0.1, -3, -1.0, 15, 10, -7, -1, -3
COc1ccccc1N1CCN(c2ncnc3nc[nH]c23)CC1
    -1, 5.8, nt, 0.0, -7, -2, -26, -1, 0
CC(C)Cc1csc(NC(=O)c2ccc(Cl)cc2)c1C(=O)O
    -7, -0.5, -1, -0.3, -1, -3, -31*, 17, -4
CCS(=O)(=O)N1CCN(C(C)CCc2ccccc2)CC1 (stereo not drawn)
    -1, 61*, 2, 0.4, 28, -21, 0, 0, 0
Cc1cc(NC(=O)Cc2ccsc2)ccc1Br
    -8, -1.0, 0, 0.1, 8, -12, -9, 2, -6
c1ccc2oc(Cc3ccc(Cc4nc5ccccc5o4)cc3)nc2c1
    0, 0.3, -5, 0.1, -11, -1, 20, -1, 3
Cc1cc(NC(=O)COC(=O)CCC(=O)c2ccc(F)cc2)no1
    14, 0.0, -7, -0.8, -33, 25, -2, 1, -3
CC1(NC(=O)NCc2ccco2)CCS(=O)(=O)C1 (stereo not drawn)
    -1, nt, 8, 0.4, nt, nt, 9, 5, 2
O=C(Nc1ccccc1Cl)Nc1cccc2cccnc12
    -1, -1.0, -5, -0.1, -10, 3, 7, -2, -4

An excerpt taken from the entries so far, for reference:
Values run as follows: TRHR enhancer, D2 ag, RXFP1 antagonist, TRHR ag, D2 antagonist, D2 PAM, D1 antagonist, D1 agonist, D1 PAM
Cc1cc(NC(=O)Cc2ccsc2)ccc1Br
    -8, -1.0, 0, 0.1, 8, -12, -9, 2, -6
c1ccc2oc(Cc3ccc(Cc4nc5ccccc5o4)cc3)nc2c1
    0, 0.3, -5, 0.1, -11, -1, 20, -1, 3
Cc1cc(NC(=O)COC(=O)CCC(=O)c2ccc(F)cc2)no1
    14, 0.0, -7, -0.8, -33, 25, -2, 1, -3
CC1(NC(=O)NCc2ccco2)CCS(=O)(=O)C1 (stereo not drawn)
    -1, nt, 8, 0.4, nt, nt, 9, 5, 2
O=C(Nc1ccccc1Cl)Nc1cccc2cccnc12
    -1, -1.0, -5, -0.1, -10, 3, 7, -2, -4

(listing goes on)
Values run as follows: TRHR enhancer, D2 ag, RXFP1 antagonist, TRHR ag, D2 antagonist, D2 PAM, D1 antagonist, D1 agonist, D1 PAM
COc1cccc(C2CC(c3cccs3)=NN2S(C)(=O)=O)c1 (stereo not drawn)
    -2, 5.9, -6, -1.8, 2, 2, -2, 3, 0
CN(C)c1ccc(CNC(=O)C2CCN(c3nc4ccccc4[nH]3)CC2)cc1
    -2, 0.4, -10, -0.1, nt, 14, 10, 0, -2
CCOc1ccc(NC(=O)CN(c2ccc(OC)cc2)S(C)(=O)=O)cc1
    4, 0.4, -3, -0.6, -7, 28, 8, 0, 1
Cc1ccc2nc(SCC(=O)Nc3cccc(Cl)c3)nc(=O)n2c1
    2, 0.6, -3, -0.5, -14, -6, -6, 4, -6
Cc1c(CN2CCN(CC(C)(C)C)C(CCO)C2)[nH]c2ccccc12 (stereo not drawn)
    20, 0.0, 0, 0.5, -6, -11, 21, 3, -2
Cc1cc(-c2nn(-c3ccccc3F)cc2CN2CCCC(O)C2)c(C)s1 (stereo not drawn)
    5, -0.7, -8, -0.1, -29, -10, 12, 2, -2
Cc1ccc(CN2CCN(Cc3cnc(N4CCOCC4)s3)CC2CCO)o1 (stereo not drawn)
    6, 0.0, -5, 1.9, 8, 16, 2, 2, 5
